CCT modulator = High-Throughput Screening for Modulators of Cytosolic Chaperonin Activity; purified chaperonin ATPase assay, HTRF ADP detection, 30 min; activity change, % (no concentration beside the values), hits read low; 360,000 tested, 0.3% active; AID 651819, 2012; in the data active means activity change below about -30%; further: on the % scale 0 is the no-effect control and ±100 the full control effect
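ATPase activity: ADP formed was measured by HTRF Transcreener (665/615 nm ratio) after 30 min at 37 deg C with 10 uM ATP. Compounds screened at one 76 uM concentration against 40 or 20 nM TRiC in Tris pH 7.4/KCl/MgCl2/DTT buffer.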
Mm-Cpn inhibitor = Inhibitors of TCP-1 ring complex (TRiC) of Methanococcus maripaludis (MmCpn): qHTS; purified Mm-Cpn ATPase, ADP Transcreener TR-FRET; Potency, µM (doses to about 76.9 µM), inactives show at the highest dose activity, negative = inhibition, actives largely listed as inhibitors; 330,000 tested, 0.031% active; AID 504842, 2011; further: potency means the concentration at half of the fitted maximal effect; on the % scale 0 is the no-effect control and ±100 the full control effect; nearly all actives have a fitted effect of over 80% in size
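Purified archaeal chaperonin (25 nM final) was preincubated with compound for 10 min at 37°C, then ATP (10 uM final) was added for 30 min at 37°C in Tris pH 7.4/KCl/MgCl2/DTT buffer. ADP was quantified by HTRF Transcreener TR-FRET.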
Abeta yeast res = qHTS for compounds that reverse cellular toxicity of Amyloid beta (A-beta) peptide in yeast: Primary Screen; Potency, µM (highest dose often 46.1 µM), for the others: top-dose growth rescue, hits mostly activators; 410,000 tested, 0.063% active; yeast expressing A-beta42, growth rescue, OD600, 48 h; response scale: 0% DMSO, 100% iron-clioquinol control; further: potency means the concentration at half of the fitted maximal effect; nearly all actives have a fitted effect of over 55% in size
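Yeast growth medium received pinned compounds, then yeast cells expressing toxic A-beta were added; plates incubated at 30 C for 48 hr. Growth read as absorbance at 600 nm, normalized to DMSO and equimolar FeCl3 plus clioquinol controls.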
Nrf2 inh = Nrf2 qHTS screen for inhibitors. A549 ARE-Fluc reporter, luciferase luminescence, 18-24 h. Potency, µM (titrated, usually from 46 µM), for inactives: at the top dose activity change, negative = inhibition, usual class: inhibitors. 360,000 tested, 2.1% active. AID 504444, 2011; further: potency means the concentration at half of the fitted maximal effect; on the % scale 0 is the no-effect control and ±100 the full control effect; nearly all actives have a fitted effect of over 60% in size
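A549 ARE_Fluc cells, 5000/well, 5% FBS OPTI-MEM; compounds in dose-response, 18-24 h at 37 °C/5% CO2; CellTiter-Fluor viability read (Ex 405/Em 525), then BugLite luciferase luminescence = Nrf2 activity.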
Nrf2 activator = qHTS of Nrf2 Activators; AREc32 ARE-luciferase reporter (MCF7-derived line), luminescence, 24 h; Potency, µM (top dose mostly 46.1 µM), for the others: at the top dose activation, most hits filed as activators; 410,000 tested, 0.31% active; AID 624171, 2012; further: potency means the concentration at half of the fitted maximal effect; % of control where 0% means no effect; nearly all actives have a fitted effect of over 65% in size
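Each well held 1000 AREc32 cells, which were incubated with compound for 24 hr at 37 deg C after overnight attachment, and ARE reporter activity was quantified by firefly luciferase luminescence.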
TGFb SMAD3 inh = qHTS for Inhibitors of TGF-b. Potency, µM (doses to about 46.1 µM), for inactives: at the top dose activity, negative = inhibition, actives largely listed as inhibitors. AID 588855, 2011. HepG2 CAGA-GFP TGF-b/SMAD3 reporter, GFP fluorescence, 18 h; TGF-beta stimulated, 500 pg/mL final. 410,000 tested, 1.2% active; further: potency means the concentration at half of the fitted maximal effect; on the % scale 0 is the no-effect control and ±100 the full control effect; nearly all actives have a fitted effect of over 65% in size
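HEPG2 CAGA-GFP reporter cells (1000/well, DMEM with 1% FBS) received compounds, then recombinant TGF-beta at 500 pg/mL final for 18 hours at 37 degrees C. Per-cell GFP summed per well was normalised to unstimulated and stimulated DMSO controls before curve fitting.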
A549 viability = Nrf2 qHTS screen for inhibitors: counterscreen for cytotoxicity; A549 ARE-Fluc cells, CellTiter-Fluor viability, 18-24 h; Potency, µM (highest dose often 46 µM), for the others: top-dose activity change, negative = cytotoxicity, most hits filed as inhibitors; 390,000 tested, 0.16% active; further: potency means the concentration at half of the fitted maximal effect; on the % scale 0 is the no-effect control and ±100 the full control effect
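A549 ARE-Fluc cells in 5% FBS OPTI-MEM, 5000 cells/well, rested 2 h then exposed to compounds in concentration-response for 18-24 h at 37 °C. Viability by CellTiter-Fluor fluorescence (Ex 405/Em 525) after 30 min; luciferase luminescence (BugLite, 15 min, RT) read afterwards.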
HepG2 viability = qHTS for Inhibitors of TGF-b: Cytotox Counterscreen; HepG2 CAGA-GFP viability, ATP luminescence, 18 h; AID 588856, 2011; 410,000 tested, 0.76% active; Potency, µM (highest dose often 46.1 µM), inactives show top-dose activity change, negative = cytotoxicity, usual class: cytotoxic; further: potency means the concentration at half of the fitted maximal effect; some results filed as inactive show a strong effect at the top dose
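HepG2 CAGA-GFP cells (1000/well, DMEM with 1% FBS) received compound, then TGF-beta at 500 pg/mL final, and were incubated 18 hours at 37 degrees C. Viability was read by CellTiter-Glo luminescence. Media-only wells were set as complete cell-killing and DMSO as no toxicity.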
pAkt inh = HTS Assay for Inhibitors of Akt Phophorylation: Primary Screen | Neuro2A IGF-stimulated pAkt S473 HTRF, 20 min; stronger effect = lower value | activity change, % for hits at 50 µM | 360,000 tested, 0.32% active; in the data active means activity change below about -80%; inconclusive means mostly about -51% to -80%; further: on the % scale 0 is the no-effect control and ±100 the full control effect
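Neuro2A cells (4,500/well, DMEM with 0.5% FBS) were treated with compound at a single 50 µM final concentration, stimulated with 6 nM IGF for 20 min at 37 °C, and lysed. Phospho-Akt Ser473 was read by HTRF as 665/615 ratio ×10^4.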
* marks the source's active call; other numbers are inactive results; i = inactive; ? = inconclusive; . = no result given; [ ] = remark or other dose. Unless noted, the call rests on the fitted dose curve; in most records, active means well fitted curve in the direction sought with a large enough effect; inconclusive means small, poorly fitted or top-dose-only effect, or another doubt; inactive means no such curve, though single readings can be large; an effect the other way counts as inactive or inconclusive.

| mol | CCT modulator | Mm-Cpn inhibitor | Abeta yeast res | Nrf2 inh | Nrf2 activator | TGFb SMAD3 inh | A549 viability | HepG2 viability | pAkt inh |
| --- | --- | --- | --- | --- | --- | --- | --- | --- | --- |
| Cc1cc(C)n(-c2ccc3nncn3n2)n1 | -3.2 | -9% | 13% | -3% | -0.3% | 0% | 0% | 0% | i |
| CC1CCN(Cc2ccc(NC(=O)CC3Oc4ccccc4NC3=O)cc2)CC1 (centres undefined) | 3.1 | 1% | 14% | 1% | 0.4% | 2% | -6% | 0% | i |
| CCCCC(CC)CNC(=O)CCS(=O)(=O)c1cccc2nsnc12 (centres undefined) | -2.0 | -4% | 15% | -20% | -0.5% | 9% | -9% | -5% | i |
| Cc1c(-c2ccc(Cl)cc2)[n+](=O)c(-c2ccccc2)cn1[O-] | -9.2 | 0% | 3% | 4% | 5.0% | -5% | -2% | 11% | i |
| CCOc1ccc(-c2nnc(SCC(=O)NC3CCCCC3)nc2-c2ccc(OCC)c(OC)c2)cc1OC | . | . | 7% | . | 5.5% | 11% | -1% | 5% | . |
| C=CCSc1nc2ccccc2n2cnnc12 | 0.1 | -2% | -17% | -20% | 6.9% | -1% | 3% | -24% | i |
| COc1ccc(C(=O)C2CCN(S(=O)(=O)c3ccc4c(c3)OCCO4)CC2)cc1 | -2.5 | 0% | -8% | . | -0.7% | -3% | -3% | 0% | . |
| Nc1ccn(-c2ccccc2)c(=O)c1 | -0.6 | -1% | 5% | 15% | -0.6% | 18% | -5% | 11% | i |
| O=C(CCS(=O)(=O)Cc1ccccc1)Nc1nnc(C(F)(F)F)s1 | 2.1 | -2% | 4% | 1% | ? | ? | -7% | 22% | i |
| Cc1csc(N2CCN(c3cc4c(cc3Cl)nc(-c3ccncc3)n4CCCN3CCCC3)CC2)n1 | 0.1 | 0% | -1% | 12% | 3.6% | 0% | -13% | -27% | i |
| Cc1cc(C)c2nc(N3CCCC(C(=O)N4CCC(C(N)=O)CC4)C3)sc2c1 (centres undefined) | -7.6 | -1% | 2% | 6% | 4.1% | -22% | -5%[1.84 µM] | -24% | i |
| Cc1ccc(C(=O)N2CCNC(=O)C2CC(=O)Nc2ccc(F)cc2)cc1C (centres undefined) | -1.2 | 2% | -6% | 5% | -0.7% | 4% | 0% | 18% | i |
| CC(Oc1ccccc1)C(=O)OCC(=O)NC(=O)NCc1ccco1 (centres undefined) | 0.1 | -3% | 12% | 6% | 0.5% | 5% | -8% | 11% | i |
| Fc1cnc(N2CCOCC2)nc1N1CCOCC1 | 0.3 | -6% | -10% | ? | -0.2% | -12% | 1% | 0% | i |
| CC1=NNC(=O)c2ccccc2O1 | -1.0 | 2% | -12% | 3% | -0.5% | -6% | 10% | -7% | i |
| COc1cc(-c2csc(NC3CCCCC3)n2)cc(OC)c1OC | -0.8 | -11% | 22% | ? | 4.8% | -4% | -1% | 0% | i |
| CCN1C(=O)CC2CCCC1C2 (centres undefined) | -1.2 | . | -13% | -4% | -0.6% | 3% | 1% | 2% | i |
| COc1ccc(C(=O)c2oc3ccccc3c2NC(=O)c2nc(SC)ncc2Cl)cc1Cl | . | . | -4% | 6% | 0.4% | -2% | 0% | 3% | . |
| Cc1ccc(C2CC2c2n[nH]c(=S)n2-c2cccc(C)c2)cc1 (centres undefined) | -2.7 | 1% | 18% | -13% | 3.2% | ? | -10% | -18% | i |
| CCOC(=O)C1CCCN(C2CCN(Cc3nc(Cc4ccccc4)no3)CC2)C1 (centres undefined) | 0.4 | 1% | -6% | -6% | -0.3% | 8% | 0% | 1% | i |
| CCCCCC/C(=N/O)c1ccccn1 | 1.4 | 1% | -87%[inhibitor] | -25% | -0.2% | -25% | -7% | -29% | i |
| COCCCn1c(SCC(=O)NC2CCCCC2)nc2ccccc2c1=O | -1.7 | -2% | 9% | -17% | -0.5% | -1% | -4% | 10% | i |
| O=C(CSc1nnc(CNC(=O)c2ccccc2)n1-c1ccc(F)cc1)Nc1ccccc1F | . | . | -19% | 10% | 0.0% | 1% | 5% | 11% | . |
| O=[N+]([O-])c1cccc(C(=S)N2CCN(c3ccc(F)cc3)CC2)c1 | -0.8 | -2% | 4% | 1% | 2.3% | -3% | 16% | -17% | i |
| CC(=O)Nc1ccc(S(=O)(=O)Nc2nc3ccccc3nc2Cl)cc1 | -1.0 | -5% | 3% | 19% | 2.4% | -8% | 3% | 2% | i |
| COc1cc(C=O)ccc1OC(=O)c1cccnc1 | -0.4 | -3% | -7% | -14% | -0.7% | -5% | 7% | -26% | i |
| O=C(NC1CCCc2c1cnn2-c1cc(F)cc(F)c1)c1ccc[n+]([O-])c1 (centres undefined) | 1.3 | 0% | -7% | 12% | -0.5% | 2% | -1% | 0% | i |
| COc1cccc(C(O)c2nc(-c3ccccc3OC)cs2)c1 (centres undefined) | -1.3 | . | 20% | . | 0.3% | 23% | . | -20% | i |
| Cc1cc(C)c(C)c(SCC(=O)Nc2oc(C)c3c(C)n[nH]c(=O)c23)c1C | 0.6 | -1% | 4% | ? | 0.3% | ? | -5% | -31% | i |
| CCOCCN(C(=O)c1ccccc1Cl)c1ccccc1 | -0.8 | 1% | -8% | 1% | -0.1% | 8% | -5% | -20% | i |

Overlap with the part before: 2 compounds, then new ones.
| mol | CCT modulator | Mm-Cpn inhibitor | Abeta yeast res | Nrf2 inh | Nrf2 activator | TGFb SMAD3 inh | A549 viability | HepG2 viability | pAkt inh |
| --- | --- | --- | --- | --- | --- | --- | --- | --- | --- |
| Cc1cc(C)c(C)c(SCC(=O)Nc2oc(C)c3c(C)n[nH]c(=O)c23)c1C | 0.6 | -1% | 4% | ? | 0.3% | ? | -5% | -31% | i |
| CCOCCN(C(=O)c1ccccc1Cl)c1ccccc1 | -0.8 | 1% | -8% | 1% | -0.1% | 8% | -5% | -20% | i |
| CSc1ccccc1NC(=S)Nc1cc(C)cc(C)c1 | -1.3 | 0% | ? | 25% | 4.6% | -5% | 4% | -22% | i |
| Cc1c(Cl)cccc1NC(=S)NCCN1CCOCC1 | -1.8 | 0% | 7% | 10% | -0.3% | -3% | -2% | 14% | i |
| Cc1ccc(C(C)n2cc(C(=O)NCc3ccncc3)nn2)cc1 (centres undefined) | -0.9 | 2% | 8% | -2% | -0.3% | 2% | 3% | 1% | i |
| O=C(c1ccc([N+](=O)[O-])o1)N1CCN(Cc2ccccc2)CC1 | 1.8 | -2% | -24% | 5% | ? | ? | 1% | -107% | i |
| COc1ccc(CCN2C(=O)N(c3ccc(OC)cc3)C(=O)C2CC(=O)Nc2ccc(OC)cc2)cc1 (centres undefined) | 2.4 | ? | 2% | 0% | 0.2% | -18% | -10% | -10% | i |
| Cc1cccc(-c2nc(SCCCOc3cc(C)c(Cl)c(C)c3)n3[nH]c(=O)cc3n2)c1 | . | . | -10% | ? | 0.1% | ? | 1% | -11% | . |
| CCOCC(=O)Nc1c(C(=O)OCC)oc2ccccc12 | 1.1 | -2% | -22% | . | -0.3% | -3% | 8% | -6% | i |
| CCOc1ccc(C(=O)c2oc3ccccc3c2NC(=O)c2cc(-c3ccc(Cl)cc3)on2)cc1 | . | . | -18% | 10% | -1.2% | 9% | 2% | 6% | . |
| CC12CC3CC(C)(C1)CC(C(=O)NNC(=O)c1ccncc1)(C3)C2 | 1.5 | 2% | 17% | -13% | 0.3% | 1% | 1% | 5% | i |
| COc1ccc(OC)c2c(C)cc(N3CCN(C(=O)c4ccc(F)cc4)CC3)nc12 | -6.4 | . | -5% | . | 4.1% | 19% | -6% | -46% | i |
| COc1ccc(C2CC(C(F)(F)F)n3nc(C(=O)O)cc3N2)cc1OC (centres undefined) | -1.5 | -1% | 8% | -11% | -0.1% | 2% | -16% | -4% | i |
| COc1ccc(NC(=O)C2=C(C)Nc3ncnn3C2c2ccc[nH]2)cc1 (centres undefined) | . | . | -9% | . | -0.5% | 19% | -13% | 1% | . |
| Cc1ccc(-n2ncc3c2CCCC3NC(=O)CCc2cnccn2)cc1C (centres undefined) | -2.0 | 0% | 2% | -24% | -0.9% | ? | -2% | -4% | i |
| O=C1c2ccccc2C(=O)N1CCCOc1ccccc1 | -28 | 1% | -28% | . | 9.1% | 1% | 0% | -3% | i |
| C=C(C)COc1ccc(-c2[nH]ncc2-c2ccc(OC)cc2)c(O)c1 | 0.4 | -3% | -87%[inhibitor] | 1% | -0.5% | 8.9µM* | 3% | -122% | i |
| Cc1nc(N2CCN(C(=O)c3cnccn3)CC2)c2c3c(sc2n1)CC(C(C)(C)C)CC3 (centres undefined) | -0.6 | 1% | 7% | 1% | -0.1% | -6% | -1% | -3% | i |
| Cn1c(=O)n(C)c2cc(NC(=O)COc3ccc(F)cc3)ccc21 | 0.5 | 0% | -6% | ? | 2.5% | 2% | 8% | 2% | i |
| CCN(c1ccccc1)S(=O)(=O)c1cccc(C(=O)Nc2cccc(C)n2)c1 | -1.2 | . | -13% | . | 0.4% | -12% | . | -17% | i |
| O=S(=O)(c1ccc2c(c1)OCCO2)N1CCC(n2nnc3cc(C(F)(F)F)ccc32)CC1 | -2.7 | 1% | -11% | ? | 0.5% | 4% | 0% | -10% | i |

Bioassay records deposited in PubChem BioAssay by National Center for Advancing Translational Sciences (NCATS).
